# Bioassay records from PubChem.
# FLuc modulator = counter-screen for miR-21 project: firefly luciferase inhibitors or activators; P08659; purified FLuc, Km substrates, luminescence inhibition; Potency, µM (doses to about 57.5 µM), inactives show at the top dose activity change, negative = inhibition, hits mostly inhibitors; actives 6.9% (n = 360,000); AID 588342;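 also: potency is read from the fitted curve at half-maximal effect; plate controls were vehicle for no effect and reference inhibitor for full effect; nearly all actives have a fitted effect of over 55% in size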
# Target sequence (P08659 whole entry, looked up): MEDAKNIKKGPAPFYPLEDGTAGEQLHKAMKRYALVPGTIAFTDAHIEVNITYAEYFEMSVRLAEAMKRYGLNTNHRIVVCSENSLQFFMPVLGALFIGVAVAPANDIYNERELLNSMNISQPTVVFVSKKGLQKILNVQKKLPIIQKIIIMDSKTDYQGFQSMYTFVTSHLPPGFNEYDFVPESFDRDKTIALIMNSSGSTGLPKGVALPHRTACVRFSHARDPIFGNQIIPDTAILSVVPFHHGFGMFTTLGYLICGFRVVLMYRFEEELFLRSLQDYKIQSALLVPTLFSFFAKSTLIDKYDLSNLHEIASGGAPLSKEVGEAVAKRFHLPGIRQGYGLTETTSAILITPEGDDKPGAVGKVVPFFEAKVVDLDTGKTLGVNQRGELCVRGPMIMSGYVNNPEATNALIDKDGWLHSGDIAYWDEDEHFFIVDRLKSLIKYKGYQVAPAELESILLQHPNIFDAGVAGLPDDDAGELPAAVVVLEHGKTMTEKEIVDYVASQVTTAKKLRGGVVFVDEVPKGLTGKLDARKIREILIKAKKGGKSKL
#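 Biochemical qHTS of compounds, final roughly 60 µM downward over six points, against 10 nM purified firefly luciferase using Km concentrations of substrates (10 uM D-luciferin, 10 uM ATP) in Tris acetate pH 7.5 buffer; luminescence output.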
# Menin MLL FP TR = inhibitors of human menin-MLL interaction, mutant MLL peptide; Potency, µM (highest dose often 61.6 µM), for inactives: at the top dose FP activity change, negative = inhibition, hits mostly inhibitors; Menin + Texas Red MLL mutant peptide, fluorescence polarization; O00255; actives 0.23% (n = 270,000); active = well fitted inhibition curve with a large enough effect in the polarisation, with a control signal flat, not every such curve was filed as active; inconclusive = small, poorly fitted or top-dose-only effect, or effect the other way, or a change in a side signal; inactive = no such curve, though single readings can be large or run the other way; the % refers to the polarisation; also: potency is read from the fitted curve at half-maximal effect; % of control where 0% means no effect; many of its hits are not listed in these tables
# ELG1 genotoxic = inducers of genotoxicity in HEK293T ELG1-luciferase cells; HEK293T ELG1-luciferase reporter, luminescence, 16 h; actives 1.3% (n = 330,000); Potency, µM (titrated, usually from 46 µM), for inactives: at the highest dose activity change, positive = activation, usual class: activators; also: potency is read from the fitted curve at half-maximal effect; % of control where 0% means no effect; nearly all actives have a fitted effect of over 60% in size
#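 After overnight (16 hr) compound treatment at 37 °C, ELG1-luciferase HEK293T cells were lysed with ONE-Glo; luminescence quantified 30 min later at room temperature.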
# Giardia killer = Giardia lamblia killing. Giardia lamblia trophozoite viability. actives 0.15% (n = 340,000). activity change, % at 7.66 µM, hits read low; in the data active = activity change below about -80%; inconclusive = between about -30% and that limit;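 also: parasites exposed to compound for two days anaerobically before the ATP read; % is scaled to controls: 0 for no effect and ±100 for the full control effect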
#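 Giardia lamblia trophozoites (100 cells/well) were incubated with compounds for 48 h at 37 deg C under anaerobic conditions. Viability was read as ATP content by one-step luminescence after 15-30 min at room temperature.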
# p53 reactivator = restores transcriptional activity of mutant p53 | H1299 p53-A138V BP100-luciferase reporter, luminescence, 24 h | Potency, µM (top dose mostly 92.2 µM), inactives show at the highest dose activity change, positive = activation, most hits filed as activators | actives 0.063% (n = 320,000); also: potency is read from the fitted curve at half-maximal effect; % of control where 0% means no effect; nearly all actives have a fitted effect of over 45% in size
#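 p53-null H1299 cells stably carrying temperature-sensitive p53-A138V and a BP100-luciferase reporter were pinned with compounds (4-point, 1:5 series) and held 24 hrs at 37 deg C. Luminescence was read 10 min after detection reagent.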
# VP16 counter = inhibits Gal4-VP16 luciferase reporter, ROR gamma counter-screen | Drosophila S2 Gal4-VP16 UAS-luciferase, luminescence, 20 h | Potency, µM (doses to about 53.6 µM), inactives show top-dose activity, negative = inhibition, actives largely listed as inhibitors | actives 3.5% (n = 310,000);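 also: Gal4-VP16 expression switched on by copper sulfate through the metallothionein promoter; potency is read from the fitted curve at half-maximal effect; % is scaled to controls: 0 for no effect and ±100 for the full control effect; nearly all actives have a fitted effect of over 50% in size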
# BRCA1 expr up = BRCA1 expression activation; Potency, µM (top dose mostly 46.1 µM), without a hit: at the highest dose activation, actives largely listed as activators; MCF7-BRCA1-FFLuc reporter, luminescence, 48 h; response scale: scaled: vehicle 0%, 10 µM genistein 100%; actives 1.1% (n = 380,000); also: potency is read from the fitted curve at half-maximal effect; nearly all actives have a fitted effect of over 80% in size; some results filed as inactive show a strong effect at the top dose
#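 Activators of BRCA1 expression were detected as increased firefly luciferase luminescence in engineered MCF7 cells after 48 h compound incubation. Signals were scaled to genistein 10 microM as full activation.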
# Rab9 prom act = Rab9 promoter activation | actives 2.8% (n = 320,000) | Huh7 Rab9 promoter-luciferase reporter, luminescence, 24 h | Potency, µM (doses to about 9.22 µM), without a hit: at the highest dose activation, negative = inhibition, hits mostly activators; also: potency is read from the fitted curve at half-maximal effect; % of control where 0% means no effect; nearly all actives have a fitted effect of over 60% in size
#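 Cells were plated at 1500 per well in reduced-serum medium with 10% FBS and left 2 h. Compound in DMSO was then added for 24 h at 37 °C. Reporter signal was read by luminescence after 10 min with luciferase detection reagent.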
# RORgamma inh = ROR gamma (mouse) transcription inhibition; AID 2551; Drosophila S2 Gal4-RORgamma UAS-luciferase reporter, 20 h; actives 5.4% (n = 310,000); Potency, µM (series often up to 53.6 µM), inactives show at the highest dose activity change, negative = inhibition, usual class: inhibitors; P51450; also: potency is read from the fitted curve at half-maximal effect; % is scaled to controls: 0 for no effect and ±100 for the full control effect; nearly all actives have a fitted effect of over 60% in size
# Target sequence (P51450 whole entry, looked up, the tested form may be a part): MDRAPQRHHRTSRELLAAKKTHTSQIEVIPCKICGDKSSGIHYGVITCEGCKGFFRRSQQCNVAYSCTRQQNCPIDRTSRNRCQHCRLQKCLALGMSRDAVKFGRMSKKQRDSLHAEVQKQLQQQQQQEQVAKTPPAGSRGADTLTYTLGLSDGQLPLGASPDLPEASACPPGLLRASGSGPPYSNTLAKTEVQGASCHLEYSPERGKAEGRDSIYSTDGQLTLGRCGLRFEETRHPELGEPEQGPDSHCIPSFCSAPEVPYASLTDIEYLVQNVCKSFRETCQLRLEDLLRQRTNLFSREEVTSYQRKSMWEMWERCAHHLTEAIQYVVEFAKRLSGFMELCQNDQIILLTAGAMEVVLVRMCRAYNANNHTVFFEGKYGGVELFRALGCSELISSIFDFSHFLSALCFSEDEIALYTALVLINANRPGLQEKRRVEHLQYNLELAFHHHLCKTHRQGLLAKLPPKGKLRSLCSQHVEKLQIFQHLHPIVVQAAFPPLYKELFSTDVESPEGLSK
#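 Stable Schneider cell line, Gal4 DNA-binding domain fused to ROR gamma, UAS-luciferase. Cmpd 1 hr RT → CuSO4 700 uM final → 20 hr RT → luciferase reagent 10 min → luminescence.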
# NPC1 promoter act = activates the NPC1 promoter; Huh7 NPC1 promoter luciferase reporter, 24 h; Potency, µM (top dose mostly 9.22 µM), inactives show at the highest dose activation, hits mostly activators; actives 2.4% (n = 320,000); AID 485313;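 also: potency is read from the fitted curve at half-maximal effect; % of control where 0% means no effect; nearly all actives have a fitted effect of over 60% in size; reporter is driven by a mutant NPC1 promoter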
#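 Compounds in DMSO were transferred onto Huh7 NPC1-luciferase reporter cells pre-incubated 2 h; after 24 h at 37 °C, Amplite reagent was dispensed and luminescence recorded 10 min later.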
# PKM2 act = PKM2 (human) enzyme activation; P14618; purified PKM2, Kinase-Glo ATP luminescence, activation; response scale: 0% is enzyme alone, no compound; Potency, µM (titrated, usually from 57.5 µM), for inactives: at the top dose activation, actives largely listed as activators; actives 0.34% (n = 260,000); also: potency is read from the fitted curve at half-maximal effect; % is scaled to controls: 0 for no effect and ±100 for the full control effect; nearly all actives have a fitted effect of over 55% in size
#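 Purified hPK-M2 (>95%) run at intermediate activity with 0.1 mM ADP and 0.5 mM PEP in 50 mM imidazole pH 7.2, KCl, MgCl2; 1 h room temperature. ATP formed read by Kinase-Glo luminescence; normalized to uninhibited and no-enzyme controls.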
# Starred values were filed as active, the others as inactive; ? = inconclusive; . = not tested or not shown; [ ] = another dose, or the depositor's remark. Unless noted, calls follow the shape of the dose curve; as a rule, active = well fitted curve in the direction sought with a large enough effect; inconclusive = small, poorly fitted or top-dose-only effect, or another doubt; inactive = no such curve, though single readings can be large; an effect the other way counts as inactive or inconclusive.
SMILES,FLuc modulator,Menin MLL FP TR,ELG1 genotoxic,Giardia killer,p53 reactivator,VP16 counter,BRCA1 expr up,Rab9 prom act,RORgamma inh,NPC1 promoter act,PKM2 act
Cc1cc(-c2nnc(CCC(=O)NCC(C)c3ccccc3)o2)no1 (centres undefined),-6%,.,-1%,-14,13%,-5%,5%,5%,20%,2%,-4%
On1nnc2ccc(C(F)(F)F)cc21,?,-14%,-2%,-23,-3%,-12%,-17%,2%,2%,0%,0%
COc1ccc(/C=C/C(=O)NCC(=O)N/N=C/c2cc(Br)ccc2OCc2ccccc2)cc1,1%,?,3%,12,10%,-9%,1%,-1%,-16%,1%,-6%
CCOc1ccc(NC(=O)N2CCC(c3nc4ccccc4o3)CC2)cc1,-5%,6%,7%,1,-1%,-5%[10 µM],-3%,-18%,13%,0%,-3%
CCN(CC)S(=O)(=O)c1ccc(Cl)c(C(=O)Nc2nnc(C)s2)c1,6%,-2%,0%,4,-3%,3%,3%,-10%,8%,0%,-3%
CC(=O)N1N=C(c2cccs2)CC1c1ccc(Br)cc1 (centres undefined),?,?,8%,-2,17%,-1%,75%,20%,-5%,20%,.
O=C(c1cccc(OC2CCN(Cc3cccc(OCCO)c3)CC2)c1)N1CCCC1,5%,.,-2%,3,11%,4%,-4%,-6%,6%,-5%,0%
CC(=O)Nc1ccc(S(=O)(=O)N(C)CC(=O)OCC(=O)N2CCCCCC2)cc1,-1%,1%,3%,-11,?,-6%,7%,5%,-28%,1%,9%
Cc1cc(C)cc(C(=O)Nc2ccc(N3CCN(S(C)(=O)=O)CC3)cc2)c1,-1%,22%,7%,-3,4%,-7%,17%,-4%,7%,0%,2%
Cc1ccc(OCCCN2CCOCC2)cc1,-10%,-12%,0%,-4,13%,2%,61%,4%,10%,13%,-4%
Cc1cccc(NC(=O)C2CCCN2C(=O)OCC(C)C)c1C (centres undefined),0%,0%,-1%,-6,2%,3%,2%,0%,14%,-2%,-7%
COc1ccc2c(c1)cc(C(=O)O)n2C,2%,9%,1%,0,-2%,3%,3%,-1%,-11%,0%,-7%
O=C(CN1CCN(c2ccc(F)cc2)CC1)OCc1ccccc1,1%,12%,2%,-7,-5%,-13%[0.365 µM],11%,-4%,?,1%,-3%
O=C(NCCSc1ccc(Br)cc1)c1ccc2nc[nH]c2c1,-13%,.,-3%,8,0%,23%,25%,6%,?,2%,-1%
CCC(C(=O)N1CCOCC1)n1nc(C)c2c(C)n(-c3ccccc3)nc2c1=O (centres undefined),2%,.,2%,6,14%,7%,9%,-5%,-11%,-3%,.
COc1ccc(NC(=O)c2onc(C)c2Cl)cc1OC,?,2%,7%,5,20%,-11%,43%,14%,-7%,6%,-12%
COc1ccccc1CNC(=O)C(NC(=O)c1ccc(C)cc1)C(C)C (centres undefined),2%,-9%,2%,-23,0%,-10%,2%,-2%,-9%,-2%,3%
COc1ccc(S(=O)(=O)N(CC(=O)NCCSc2ccccn2)c2ccccc2)cc1,1%,.,-27%,2,0%,?,-11%,-2%,-40%,3%,.
CCN(c1ccc(NC(=O)COC(=O)CCc2cc(OC)c(OC)c(OC)c2)cc1)C(C)C,-1%,-14%,-1%,0,0%,-2%,28%,17%,?,-6%,.
COc1ccc(CCn2c(=N)c(C(=O)NCC3CCCO3)cc3c(=O)n4cccc(C)c4nc32)cc1OC (centres undefined),0%,-17%,12%,-3,-3%,-10%,-20%,-5%,-28%,-12%,19%[0.46 µM]
CCn1cnc2sc(C(=O)O)c(C)c2c1=O,2%,24%,0%,-9,4%,-2%,-31%,3%,-22%,-4%,-10%
O=C(NCCCN1CCCC1=O)c1cccc(S(=O)(=O)N2CCN(c3ccccc3)CC2)c1,6%,.,-1%,18,14%,6%,-1%,-2%,-25%,0%,1%
CC(=O)Nc1ccc(NC(=O)C(C)Sc2n[nH]c(-c3ccc(C)cc3)n2)cc1 (centres undefined),24µM*,.,3%,-5,-1%,.,41%,?,.,13%,.
Cc1cc(C)cc(NC(=O)NCc2c(-c3ccccc3)noc2C)c1,3%,.,0%,-4,-3%,-24%,-10%,1%,12%,-1%,0%
Cc1cc2oc(=O)c(CC(=O)NCCCO)c(C)c2c2occ(C(C)(C)C)c12,11µM*,?,-1%,-13,5%,?,38%,0%,18%,16%,.
O=C(Nc1ccccc1)N(CCc1nc2ccccc2[nH]1)C1CCCC1,-3%,9%,0%,5,8%,-7%,4%,0%,21%,-6%,-2%
C=CCc1c(C)c(C#N)c2nc3ccccc3n2c1N1CCCCC1,0%,.,-3%,8,1%,-1%,-21%,-4%,-1%,2%,-3%
COc1ccc(NS(=O)(=O)c2ccc3oc(=O)ccc3c2)cc1,-1%,2%,-1%,8,4%,-7%,0%,0%,62%,0%,?
COc1cc(C)nc(N2CCCC(C(=O)Nc3cccc(Cl)c3Cl)C2)n1 (centres undefined),2%,1%,-5%,-10,2%,1%,-37%,-10%,5%,-3%,-15%
CCOc1ccc(OCCC(=O)N(CCC(C)C)c2c(N)n(Cc3ccccc3)c(=O)[nH]c2=O)cc1,-14%,.,-6%,-8,3%,.,-7%,-10%,.,-2%,.
NC(=O)c1cc2ccccc2o/c1=N/NC(=O)c1cccc(Cl)c1,-2%,-11%,0%,-26,7%,0%,-15%,8%,11%,-3%,.
CN(C(=O)COC(=O)C12CC3CC(CC(Cl)(C3)C1)C2)C1(C#N)CCCCC1,6%,.,1%,2,4%,.,-31%,2%,.,-5%,.
Cc1ccc(NC(=O)CSc2nnc(Cc3csc(C)n3)o2)c(C)c1,1%,.,1%,-16,-3%,.,-6%,-2%,.,6%,.
COCCN(C(=O)CCC(=O)Nc1cc(C)on1)C(C(=O)NC(C)(C)C)c1ccccc1Cl (centres undefined),2%,?,5%,7,-1%,1%,0%,-7%,-17%,-2%,-2%
O=C(NCc1ccco1)c1csc(Nc2ccccc2Cl)n1,?,0%,11%,5,-1%,-12%,-19%,0%,22%,-1%,5%
CC1Cc2ccccc2N1C(=O)CSc1nncn1C (centres undefined),-1%,-5%,1%,8,5%,5%,-6%,6%,-6%,-2%,-1%
Cc1ccc(NC(=O)c2ccc3c(c2)C(=O)N(Cc2cccnc2)C3=O)c(C)c1,1%,3%,2%,-4,1%,-3%,-31%,-3%,20%,-1%,0%
Cc1ccc(N)c(C(=O)CCCCC(=O)O)c1,1%,-4%,-5%,4,6%,0%,-3%,-3%,?,1%,2%
Cc1ccc(C)c(NC(=O)C(Sc2nncn2C)c2ccccc2)c1 (centres undefined),-2%,14%,2%,2,-2%,-8%,-14%,7%,-16%,2%,-3%
COc1cc(/C=C/C(=O)N2c3ccccc3Sc3ccc(C(F)(F)F)cc32)cc(OC)c1OC,3%,2%,-6%,22,0%,1%,-17%,0%,?,-3%,-4%

# Look-ups from the entries so far:
# NPC1 promoter act, `CN(C(=O)COC(=O)C12CC3CC(CC(Cl)(C3)C1)C2)C1(C#N)CCCCC1` reads -5%
# Menin MLL FP TR, `Cc1ccc(NC(=O)c2ccc3c(c2)C(=O)N(Cc2cccnc2)C3=O)c(C)c1` reads 3%

# (continued)
SMILES,FLuc modulator,Menin MLL FP TR,ELG1 genotoxic,Giardia killer,p53 reactivator,VP16 counter,BRCA1 expr up,Rab9 prom act,RORgamma inh,NPC1 promoter act,PKM2 act
COCCNC(=O)c1ccccc1NC(=O)c1ccccc1N(C)S(=O)(=O)c1ccccc1,4%,-1%,-1%,18,2%,5%,-20%,6%,1%,2%,5%
Cc1ccc(/C=C/C(=O)Nc2ncc(C)s2)o1,1.9µM*,21%,?,-19,?,?,3.2µM*,2.8µM*,-18%,3.5µM*,28%
COc1ccc(C(=O)Cn2nnc(-c3ccccc3-n3cnnn3)n2)cc1,-11%,1%,6%,15,-1%,-3%,0%,1%,25%,-3%,4%
COc1cc(NC(=S)N2CCN(c3ccccn3)CC2)cc(OC)c1OC,5%,3%,0%,-23,0%,1%,-28%,3%,-1%,-2%,0%
COc1cc([N+](=O)[O-])ccc1NC(=O)NCCCN1CCCC1=O,-2%,7%,1%,-21,0%,3%,-15%,-2%,4%,-4%,7%
COCCNC(=O)/C(C#N)=C/c1cccc(OCc2ccccc2)c1,-9%,-2%,4%,-26,6%,26%,13%,2%,-13%,-2%,6%
CCOc1ccccc1NC(=O)c1sc2ncn(CC(=O)N3CCOCC3)c(=O)c2c1C,-1%,2%,11%,4,0%,-5%,-21%,0%,-11%,-1%,1%
CN(C)/C=C(\C#N)c1nc2ccccc2[nH]1,?,11%,?,4,18%,11%,54%,-2%,22%,1%,-1%

# This is a subset; the hit share may differ from the screen's.
